# From PubChem
# TDP1 cell noCPT – qHTS for Inhibitors of human tyrosyl-DNA phosphodiesterase 1 (TDP1): qHTS in cells in absence of CPT; AID 686978, 2013; DT40 Tdp1-/- hTDP1 cells, no CPT, ATP luminescence, 48 h; Potency, µM (titrated, usually from 46.2 µM), for the others: at the highest dose activity change, negative = growth inhibition, actives largely listed as inhibitors; actives 15% (n = 420,000); note: nearly all actives have a fitted effect of over 55% in size
#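 DT40 Tdp1-/-;hTDP1 cells, no CPT (DMSO vehicle only), 400 cells/well; compounds pin-transferred; ≥48 hr, 37 °C; CellTiter-Glo 30 min RT dark, luminescence read.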
# TDP1 block – blocks human tyrosyl-DNA phosphodiesterase 1; Q9NUW8; recombinant TDP1, AlphaScreen DNA substrate cleavage; Potency, µM (top dose mostly 130 µM), for the others: at the highest dose activity change, negative = inhibition, usual class: inhibitors; actives 0.28% (n = 350,000); note: nearly all actives have a fitted effect of over 40% in size
# Target sequence (Q9NUW8 whole entry, looked up): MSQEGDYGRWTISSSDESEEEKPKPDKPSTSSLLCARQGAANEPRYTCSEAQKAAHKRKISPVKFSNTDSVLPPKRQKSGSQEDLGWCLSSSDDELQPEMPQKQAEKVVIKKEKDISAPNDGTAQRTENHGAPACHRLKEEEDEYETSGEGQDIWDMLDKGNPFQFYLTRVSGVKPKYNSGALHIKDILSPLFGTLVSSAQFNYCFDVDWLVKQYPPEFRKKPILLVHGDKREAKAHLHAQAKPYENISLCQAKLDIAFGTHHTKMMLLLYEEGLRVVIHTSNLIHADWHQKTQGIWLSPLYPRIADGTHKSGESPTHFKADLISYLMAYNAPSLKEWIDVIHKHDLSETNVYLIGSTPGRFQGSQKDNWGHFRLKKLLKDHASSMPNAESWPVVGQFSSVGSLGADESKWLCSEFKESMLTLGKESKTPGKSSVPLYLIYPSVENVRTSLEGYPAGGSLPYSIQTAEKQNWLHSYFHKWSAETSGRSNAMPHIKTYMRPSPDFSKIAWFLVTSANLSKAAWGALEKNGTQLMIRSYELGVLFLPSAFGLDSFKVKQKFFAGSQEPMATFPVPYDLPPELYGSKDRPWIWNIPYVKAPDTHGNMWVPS
#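 Recombinant human Tdp1 (E. coli-expressed, 1 nM final) preincubated with compounds 15 min at room temperature, then 5'-biotin/3'-phosphotyrosine-FITC DNA substrate (15 nM final) added for 5 min. AlphaScreen beads (10 ug/ml final) added 10 min; cleavage lowers signal.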
# DT40 TDP1 CPT – DT40-hTDP1 cell growth loss with CPT; chicken DT40 Tdp1-/-;hTDP1 cells + 20 nM CPT, ATP luminescence, 48 h; Potency, µM (top dose mostly 46.2 µM), without a hit: at the top dose activity change, negative = growth inhibition, actives largely listed as inhibitors; actives 12% (n = 420,000); AID 686979; note: nearly all actives have a fitted effect of over 55% in size
#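 Chicken DT40 Tdp1-/- cells stably complemented with human TDP1 were seeded at 400 cells/well in medium containing 20 nM camptothecin, exposed to pin-transferred compounds, and grown at 37 °C for at least 48 hr. Viability was read as ATP luminescence.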
# The depositor's hits bear a star; ? = inconclusive; · = no result given; [ ] = another dose, or the depositor's remark. Calls come from the whole dose curve; as a rule, active = well fitted curve in the direction sought with a large enough effect; inconclusive = small, poorly fitted or top-dose-only effect, or another doubt; inactive = no such curve, though single readings can be large; an effect the other way counts as inactive or inconclusive. % is set by controls: 0 for no effect and ±100 for the full control effect; potency is the fitted concentration of half-maximal effect. Outcome played no part in choosing rows; any-hit rate near 18%.
# Every second line gives: TDP1 cell noCPT	TDP1 block	DT40 TDP1 CPT
COc1ccccc1C(=O)NCCC(=O)N1CCN(c2cccc(C(F)(F)F)c2)CC1
    ?	·	16µM*
O=C(NCc1ccccn1)C1CC(c2ccccc2O)=NO1 (stereo not drawn)
    -11%	10%	8%
O=C(O)c1nsc(Cl)c1Cl
    -22%	5%	0%
CCCCCC(=O)N/N=C(\C)c1ccc(Cl)cc1
    ?	3%	-27%
CN(c1ccccc1)c1ccc(/C=C(\C#N)c2nnc3n2CCCCC3)cc1[N+](=O)[O-]
    12µM*	11%	18µM*
CNc1ccccc1C(=O)OC
    0%	·	-14%
CN(C)c1ccc(/C=C/c2c(Br)cnc3ccccc23)cc1
    ?	·	?
COc1cccc(-c2cc(C(=O)Nn3cnnc3)c3ccccc3n2)c1
    -19%	2%	-14%
Cn1c2ccccc2c2c(C(=O)NCc3ccco3)cn(C3CCCCC3)c(=O)c21
    ?	0%	?
O=C(O)c1[nH]c2ccccc2c1C=NCc1ccccc1Cl
    -11%	2%	0%
O=C(O)C1CCN(S(=O)(=O)c2cccnc2)CC1
    -14%	0%	-11%
O=S(=O)(Nc1cccnc1)c1ccc(Cl)cc1
    -6%	5%	-19%
CC1(Br)C2CCCC1C2S(=O)(=O)c1ccccc1 (stereo not drawn)
    -22%	3%	-3%
CCO[C@@H]1OC(C(=O)NC2CC2)=C[C@H](c2ccc3c(c2)OCO3)[C@H]1CCCO
    1%	3%	6%
CCOc1ccc2oc(=O)cc(CN3CCN(C(=O)c4ccc(OC)c(OC)c4)CC3)c2c1
    ?	2%	-19%

# (more compounds)
# Every second line gives: TDP1 cell noCPT	TDP1 block	DT40 TDP1 CPT
Cc1nc(C)c(C(=O)NNC(=O)c2ccc(Br)cc2)s1
    -29%	3%	-7%
COc1ccc(C(=O)N2CCc3cc(OC)c(OC)cc3C2COc2ccc3c(C)cc(=O)oc3c2)c(OC)c1 (stereo not drawn)
    -21%	9%	2%
COc1ccc(CNC(=O)CCS(=O)(=O)c2cc3c(cc2Cl)NC(=O)CO3)cc1
    -3%	-2%	7%
Cc1occc1C(=O)NNC(=O)NC12CC3CC(CC(C3)C1)C2
    -17%	2%	-26%
CCOc1ccc(C(=O)OCC(=O)NCC2CCCO2)cc1 (stereo not drawn)
    -19%	0%	-13%
CCc1nc(SCC(=O)Nc2ccccc2C)n[nH]1
    15%	2%[56.1 µM]	-1%
CCC1ON(c2ccccc2)C2c3nc4ccccc4n3CC12 (stereo not drawn)
    -7%	-2%	-25%
Nc1ccc(NS(=O)(=O)c2ccccc2)cc1
    8%	1%	2%
Cc1ccc2ncc(C(=O)Nc3ccc(OC(F)(F)F)cc3)c(=O)n2c1
    ?	-4%	0%
CC1(C)SC(=S)N(/N=C/c2cccnc2)C1N(O)C(=O)NC1CCCCC1 (stereo not drawn)
    6%	1%	17%
O=C(CCn1ccc2cc(S(=O)(=O)N3CCCC3)ccc21)NCc1cccc(Cl)c1
    21µM*	-3%	?
CSCCC(NS(=O)(=O)c1ccc2c(c1)oc(=O)n2C)C(=O)N1CCN(c2ccc(C(C)=O)cc2)CC1 (stereo not drawn)
    -23%	-1%	-20%
CCN(CC)S(=O)(=O)c1ccc(OC(C)C)c(NC(=O)c2c3c(nc4ccccc24)CCN(Cc2ccccc2)C3)c1
    12µM*	6%	13µM*
CC1(C)C(=O)Nc2ccccc2N1C(=O)COC(=O)c1ccc(Cl)c(S(=O)(=O)NCc2ccccc2)c1
    ?	0%	?
C=CC[C@@H](CC(=O)NCCO)C(=O)NC[C@@H](OC(=O)[C@H](CC=C)CC(=O)OC(C)(C)C)c1ccccc1
    -17%	3%	?

# Next section:
# Every second line gives: TDP1 cell noCPT	TDP1 block	DT40 TDP1 CPT
COc1ccccc1N1CCC(N2CCN(CC(C)(C)C)C(CCO)C2)CC1 (stereo not drawn)
    -22%	0%	-29%
Cc1nn(CC(=O)NCc2ccc(-n3cccn3)cc2)c(C)c1[N+](=O)[O-]
    -5%	-1%	-12%
COc1ccc(-c2nnn(CC(=O)N(CC(=O)NCCC(C)C)Cc3cccs3)n2)cc1OC
    ?	6%	?
O=C(Nc1ccc2c(c1)OCCO2)C(c1ccncc1)n1c(=O)c(-c2cc3ccccc3[nH]2)nc2ccccc21 (stereo not drawn)
    ?	·	?
COC(=O)C1C2C=CC3(CN(CC4CCCO4)C(=O)C13)O2 (stereo not drawn)
    33%[activator]	-2%	-11%
COc1ccc(N2CCN(C(=O)c3cccc(F)c3)CC2)c([N+](=O)[O-])c1
    ?	9%	?
O=C1OCCC1Sc1nc2ccccc2[nH]1 (stereo not drawn)
    -1%	-2%	-8%
Cc1c(NC(=O)C(C)OC(=O)CC2Sc3ccccc3NC2=O)c(=O)n(-c2ccccc2)n1C (stereo not drawn)
    -1%	0%	2%
O=C(Cc1ccc(Cl)cc1)NCCc1ccc(F)cc1
    -20%	·	-14%
Cc1cc(C)n(CC(O)CN(c2cccc([N+](=O)[O-])c2)S(=O)(=O)c2ccccc2)n1 (stereo not drawn)
    ?	·	-17%
Cc1ccc(Cl)cc1NC(=S)N(Cc1cccs1)C1CCCC1
    -1%	1%	-12%
C#CCn1c(=NC(=O)c2cccs2)sc2cccc(OC)c21
    13µM*	-6%	?
CCc1ccc(NC(=O)c2cc3c(=O)n(Cc4cccnc4)ccc3nc2C)cc1
    ?	3%	?
Cc1cc(=O)c(C(=O)O)nn1-c1ccc(Cl)cc1
    3%	3%	-1%
CCOC(=O)c1cc(S(=O)(=O)N2CC(C)CC(C)C2)cn1C (stereo not drawn)
    ?	0%	?

# The closing three records of the section before open the next one:
# Every second line gives: TDP1 cell noCPT	TDP1 block	DT40 TDP1 CPT
CCc1ccc(NC(=O)c2cc3c(=O)n(Cc4cccnc4)ccc3nc2C)cc1
    ?	3%	?
Cc1cc(=O)c(C(=O)O)nn1-c1ccc(Cl)cc1
    3%	3%	-1%
CCOC(=O)c1cc(S(=O)(=O)N2CC(C)CC(C)C2)cn1C (stereo not drawn)
    ?	0%	?
O=S(=O)(NCc1cc(-c2ccc(Cl)cc2)no1)c1ccccc1
    ?	2%	-13%
O=C(CC1Oc2ccccc2NC1=O)NCc1ccc(Cl)cc1 (stereo not drawn)
    -21%	0%	-22%
COC(=O)Cn1cc(C(=O)OC)c2ccccc21
    -18%	1%	-4%
Cc1c(F)cccc1NS(=O)(=O)c1ccc(OCCNS(C)(=O)=O)cc1
    -51%	0%	?
CC1CCN(CCCNS(=O)(=O)c2cc(Br)cc3c2N(C(=O)C2CC2)CC3)CC1
    -3%	4%	2%
Cc1nn(Cc2ccc(C(=O)Nc3nc4c(C)cccc4s3)o2)c(C)c1Br
    ?	1%	?
CCOc1ccc(OCCC(=O)Nc2ccccc2C(=O)NC2CC2)cc1
    -28%	·	-15%
COc1cc(C(=O)NCCC2=CCCCC2)ccc1OC1CCN(C(C)=O)CC1
    ?	0%	?
O=C(NCCN1CCC(n2c(=O)[nH]c3ccccc32)CC1)c1cccnc1Cl
    -28%	·	?
CSCC[C@H](NC(=O)CCCn1nnc2ccccc2c1=O)C(=O)O
    3%	7%	-10%
CCSc1nnc(NC(=O)C2Cc3ccccc3CN2S(=O)(=O)CC)s1 (stereo not drawn)
    16µM*	-3%	?
COc1ccc(C)cc1NC(=O)COC(=O)c1ccc2ccccc2n1
    2%	·	-1%
Cc1ccc2c(CN(C)Cc3cccc(F)c3)cc(=O)oc2c1C
    ?	·	?
NC(=O)CCn1c(C(=O)c2ccc(Cl)cc2)c2ccccc2[n+]1[O-]
    -1%	·	15%
O=C(N/N=C/c1cn(-c2ccccc2)nc1-c1cc2ccccc2o1)c1c[nH]c2ccccc12
    4.6µM*	-1%	?

# Other compounds follow.
# Every second line gives: TDP1 cell noCPT	TDP1 block	DT40 TDP1 CPT
CCc1ccc(NC(=O)N2CCN(C(=O)c3nsc4ccccc34)CC2)cc1
    ?	3%	?
Cc1cccc(N2N=C(C(=O)O)CCC2=O)c1
    11%	·	1%
O=C(NCc1ccc(F)cc1)C1CCN(C(=O)Nc2ccc(F)cc2)CC1
    -1%	-5%	8%
O=C(COc1ccc2ccccc2c1Br)NC(=S)Nc1cccc(CO)c1
    ?	5%	-4%
O=C(C1CCCN(Cc2nc(-c3cccs3)no2)C1)N1CCOCC1 (stereo not drawn)
    -7%	6%	-13%
CCC(C)c1ccccc1OCCOCCN1CCCC1 (stereo not drawn)
    ?	-3%	?
O=C(O)c1cc2ccc3ccccc3c2[nH]1
    -2%	-1%	-29%
O=C(NNc1ccccc1C(F)(F)F)c1cccs1
    -1%	4%	11%
CC(C)N1CCN(Cc2ccc(OC3CCCC3)cc2)CC1CCO (stereo not drawn)
    -13%	·	?
CC(=O)Nc1nc(CC(C)C)cc(-c2ccco2)c1C#N
    12%	-8%	1%
O=C(O)c1ccc(/C=C/c2ccc3cccc(O)c3n2)cc1
    18µM*	-13%	-11%
O=C(Nc1ccc(F)cc1)Nc1cccnc1
    -3%	·	?
c1ccc(-c2nnc(N3CCCC3)nc2-c2ccccc2)cc1
    ?	·	?
O=C(CCCOc1ccccc1)Nc1nc2ccccc2[nH]1
    -26%	0%	-3%
CC(=O)c1ccc(N2CCN(C(=O)C3CCCN(S(=O)(=O)c4c(C)[nH]c(=O)[nH]c4=O)C3)CC2)cc1 (stereo not drawn)
    ?	-2%	?

# Later entries:
# Every second line gives: TDP1 cell noCPT	TDP1 block	DT40 TDP1 CPT
Nc1nc(NCCCN2CCOCC2)nc(Nc2ccccc2)c1[N+](=O)[O-]
    ?	8%	?
O=[N+]([O-])c1cccc(CN2CCC(Cc3ccccc3)CC2)c1
    -56%	·	23µM*
Cc1ccc(F)cc1NC(=O)CN1C(=O)NC(C)(c2ccc3c(c2)OCCO3)C1=O (stereo not drawn)
    10%	1%	-15%
Cc1ccc(CC(=O)Nc2nc3ccccc3s2)cc1
    ?	2%	?
COc1ccc(CN2C(=O)c3cccnc3C2=O)cc1S(=O)(=O)NCc1ccc(C)cc1
    -8%	2%	0%
COc1cc(C(=O)Nc2ccc(C)c(S(=O)(=O)N(C)C)c2)ccc1OCC(=O)N1CCOCC1
    -24%	-2%	-29%
O=C1c2cc(Br)ccc2OC2C=CC=CC12 (stereo not drawn)
    -15%	-6%[56.1 µM]	-6%
Cc1ccc(NC(=O)N2CCCC(c3ccccc3)C2)cc1 (stereo not drawn)
    2%	·	1%
COc1ccccc1-n1nnnc1S(=O)(=O)Cc1ccc(Cl)cc1
    6.5µM*	-3%	5.8µM*
CCS(=O)(=O)N1CCC(C(=O)Oc2ccccc2Br)CC1
    8%	·	2%
Cc1ccc(C)c(S(=O)(=O)NC(CC(C)C)C(=O)O)c1 (stereo not drawn)
    ?	0%	-9%
O=C(Nc1ccc(F)cc1)C(=O)c1cn(CC(=O)N2CCOCC2)c2ccccc12
    3%	0%	0%
O=C(CCC(=O)c1cccs1)OCC(=O)c1ccccc1
    -8%	0%	-15%
CC(C)C(NS(=O)(=O)c1ccc2c(c1)C(C)(C)C(=O)N2C)C(=O)NCc1ccc(F)cc1 (stereo not drawn)
    -5%	·	-15%
Cc1ccc(CC(CC(=O)O)C(=O)NCc2ccccc2)cc1 (stereo not drawn)
    6%	0%	10%
Cc1ccc(-c2onc3ccc(C(=O)O)cc23)cc1
    16%	·	-1%
Cn1ccnc1SCC(=O)N(C1CCCCC1)C1CCCCC1
    15µM*	10%	?

# Molecules shown so far with a COOH group (11):
# Every second line gives: TDP1 cell noCPT	TDP1 block	DT40 TDP1 CPT
O=C(O)c1nsc(Cl)c1Cl
    -22%	5%	0%
O=C(O)c1[nH]c2ccccc2c1C=NCc1ccccc1Cl
    -11%	2%	0%
O=C(O)C1CCN(S(=O)(=O)c2cccnc2)CC1
    -14%	0%	-11%
Cc1cc(=O)c(C(=O)O)nn1-c1ccc(Cl)cc1
    3%	3%	-1%
CSCC[C@H](NC(=O)CCCn1nnc2ccccc2c1=O)C(=O)O
    3%	7%	-10%
Cc1cccc(N2N=C(C(=O)O)CCC2=O)c1
    11%	·	1%
O=C(O)c1cc2ccc3ccccc3c2[nH]1
    -2%	-1%	-29%
O=C(O)c1ccc(/C=C/c2ccc3cccc(O)c3n2)cc1
    18µM*	-13%	-11%
Cc1ccc(C)c(S(=O)(=O)NC(CC(C)C)C(=O)O)c1 (stereo not drawn)
    ?	0%	-9%
Cc1ccc(CC(CC(=O)O)C(=O)NCc2ccccc2)cc1 (stereo not drawn)
    6%	0%	10%
Cc1ccc(-c2onc3ccc(C(=O)O)cc23)cc1
    16%	·	-1%
